GSH bead fluor = GSH bead compound fluorescence profile; actives 0.25% (n = 190,000); GSH beads flow cytometry, compound fluorescence 488/530 nm; active compounds read high; fluorescence (KMESF) at 10 µM; in the data active means fluorescence above about 89;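 further: glutathione beads carrying GST-tagged Bcl family fusion proteins plus one bare bead set; values are compound well signal with DMSO vehicle wells as background; inactives centre near 16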
Mcl1-Noxa inh = disrupts binding of human Mcl-1 to Noxa peptide; Q07820; inhibition, % at 21.7 µM; actives 1.5% (n = 220,000); TR-FRET Mcl-1/Noxa peptide binding, 2 h; AID 1022;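 active means compounds that cut the protein-peptide binding signal by more than 50% relative to plate controls in a single-dose test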;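 further: His-tagged Mcl-1 with rhodamine Noxa BH3 peptide and terbium anti-His antibody; 0% = Mcl-1 plus Noxa peptide wells and 100% = peptide-only wells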
Target sequence (Q07820 whole entry, looked up): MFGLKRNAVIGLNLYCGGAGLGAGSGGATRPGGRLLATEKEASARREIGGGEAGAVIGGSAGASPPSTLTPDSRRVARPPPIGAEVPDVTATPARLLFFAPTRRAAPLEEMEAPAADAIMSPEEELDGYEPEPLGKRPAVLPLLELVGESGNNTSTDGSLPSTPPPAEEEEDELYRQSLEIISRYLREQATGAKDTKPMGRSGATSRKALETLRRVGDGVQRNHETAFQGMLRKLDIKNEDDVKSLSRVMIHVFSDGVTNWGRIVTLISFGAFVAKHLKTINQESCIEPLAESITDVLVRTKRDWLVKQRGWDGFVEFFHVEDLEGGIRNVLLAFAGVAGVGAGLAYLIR
Rab2A wt mod = changes GTP binding to wildtype dog Rab2A, up or down. actives 0.19% (n = 190,000). P61105. AID 760. GST-Rab2 wt beads, Bodipy-GTP binding, flow cytometry. GTP binding activity, % at 10 µM;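 active means GTP binding activity at least 20 points away from 100%, either lowered or raised; inconclusive means signal likely due to the compound's own green fluorescence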;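 further: 0% = beads with excess unlabeled GTP and 100% = no-compound control corrected for plate trend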
HRas wt GTP = human HRas wildtype GTP binding, change in either direction. P01112. GST-Ras wt beads, Bodipy-FL-GTP binding, flow cytometry; actives lie on both sides. GTP binding activity, % at 10 µM. actives 0.14% (n = 190,000);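 active means GTP binding activity at least 20% away from the 100% baseline, either lowered as inhibitor or raised as activator; inconclusive means flagged as likely green fluorescent, judged across all proteins in the well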;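 further: 0% = unlabeled GTP competition control and 100% = no-compound control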
Target sequence (P01112 whole entry, looked up): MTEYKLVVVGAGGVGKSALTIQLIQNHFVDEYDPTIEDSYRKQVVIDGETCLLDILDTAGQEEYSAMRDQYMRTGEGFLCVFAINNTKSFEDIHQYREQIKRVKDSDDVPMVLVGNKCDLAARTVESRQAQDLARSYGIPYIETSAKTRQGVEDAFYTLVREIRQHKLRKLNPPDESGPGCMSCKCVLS
Rac1 mut GTP = modulators of GTP binding to human Rac1 activated mutant | GST-Rac1 activated beads, fluorescent GTP binding, flow cytometry; actives lie on both sides; 100% means binding = to untreated wells | percent activity (GTP binding), % at 10 µM | actives 0.11% (n = 190,000);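 active means GTP binding at least 20 percentage points away from the 100% baseline, in either direction, so actives lie on both sides; inconclusive means Compound likely fluorescent itself, or too few beads counted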
Cdc42 wt = human Cdc42 wildtype GTP binding change, either direction; P60953; GST-Cdc42 beads, Bodipy-GTP binding, flow cytometry; actives lie on both sides; percent activity (GTP binding), % at 10 µM; actives 0.2% (n = 190,000);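 active means percent activity GTP binding at least 20 points away from the 100% baseline, either down as inhibitor or up as activator; inconclusive means compound flagged as likely green fluorescent from well-wide comparison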;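 further: median bead fluorescence of bound Bodipy-FL-GTP at 100 nM; 0% = excess unlabeled GTP control and 100% = no compound control; below 100% means less GTP binding so inhibitor and above means activator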
Target sequence (P60953 whole entry, looked up): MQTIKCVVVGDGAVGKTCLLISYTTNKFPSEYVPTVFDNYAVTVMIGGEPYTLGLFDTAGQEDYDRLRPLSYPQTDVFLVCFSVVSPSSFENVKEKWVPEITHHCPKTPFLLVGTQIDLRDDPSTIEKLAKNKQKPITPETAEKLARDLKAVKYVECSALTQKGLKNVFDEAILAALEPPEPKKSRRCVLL
Rab7 wt modul = dog Rab7 wildtype GTP binding, inhibitors and activators | actives 0.055% (n = 190,000) | GTP binding activity (percent of control), % at 10 µM | GST-Rab7 beads, fluorescent GTP binding, flow cytometry; actives lie on both sides; untreated = 100%, excess cold GTP = 0%;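 active means fluorescent GTP binding to Rab7 beads changed by at least 20 points from the 100% baseline, either direction, mostly lower; inconclusive means compound itself probably fluorescent, or too few beads counted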;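 further: median green fluorescence of bound Bodipy-FL-GTP per Rab7 bead population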
Rac1 wt modul = human Rac1 wildtype GTP binding, inhibitors and activators. P63000. GST-Rac1 beads, fluorescent GTP binding, flow cytometry; actives lie on both sides; 0 = cold GTP competed, 100 = untreated. GTP binding activity (% of control), % at 10 µM. actives 0.27% (n = 190,000). AID 757;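 active means GTP binding activity at least 20 points away from the 100% control level, either lower or higher; inconclusive means compound flagged as likely green fluorescent, judged across all proteins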
Pf gametocyte = P. falciparum stage V gametocyte viability inhibition; actives 0.065% (n = 150,000); inhibition, % at 10.9 µM; P. falciparum stage V gametocytes, ATP luminescence, 24 h;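 active means inhibition above the mean plus 3 SD of compounds within the control limits, set per campaign, cut at about 38% in these data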;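 further: 0% = DMSO wells and 100% = medium only without gametocytes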
Mcl1 Bid PPI = disrupts binding of human Mcl-1 to Bid peptide | inhibition, % at 21.7 µM | actives 0.97% (n = 220,000) | Q07820 | TR-FRET Mcl-1/Bid-Dy647 peptide binding, 1536-well;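 active means compounds that cut the binding signal by more than half at the single screening dose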;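 further: His-tagged Mcl-1 with europium anti-His antibody binding Bid BH3 peptide; 0% = Mcl-1 plus peptide wells and 100% = peptide-only wells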
Avidin bead fluor = avidin bead compound fluorescence profile; Avidin beads, compound fluorescence 488/530 nm, flow cytometry; active compounds read high; fluorescence (KMESF) at 10 µM; actives 0.38% (n = 220,000); AID 1775; in the data active means fluorescence above about 47; further: inactives centre near 10
Numbers without * were called inactive; ? = inconclusive; / = no result given.

SMILES	GSH bead fluor	Mcl1-Noxa inh	Rab2A wt mod	HRas wt GTP	Rac1 mut GTP	Cdc42 wt	Rab7 wt modul	Rac1 wt modul	Pf gametocyte	Mcl1 Bid PPI	Avidin bead fluor
CC(C)c1onc(C(=O)N(C)Cc2ccccc2)c1[N+](=O)[O-]	10	14	99	99	98	103	98	103	0	9	2
CCCn1c(SCC(=O)Nc2nc(-c3ccc(OC)cc3)cs2)nc2c1c(=O)n(C)c(=O)n2C	10	-55	97	99	97	98	99	100	/	42	4
CC(=O)c1cc(C#N)c(SCC(=O)O)nc1C	56	4	101	100	101	105	103	108	/	-25	10
CCc1ccc(OCC(=O)O/N=C(\N)Cc2ccc([N+](=O)[O-])cc2)cc1	10	25	95	100	100	97	94	99	-3	-8	14
CCCCOc1ccc(-c2nnc(-c3ccncc3)o2)cc1	13	14	93	95	92	94	95	91	/	2	23
CCc1nnc(NS(=O)(=O)c2ccc(NC(=S)NC(=O)c3ccc(F)cc3)cc2)s1	17	20	96	98	95	98	94	99	11	-17	10
COc1ccc(-c2nnc(NC(=O)c3ccc(S(=O)(=O)N4COCC4(C)C)cc3)o2)cc1	13	-48	98	99	97	101	96	100	4	-36	28
CCCC(CCC)C(=O)Nc1ccc2c(c1)N(C(=O)CN1CCN(C)CC1)c1ccccc1CC2	24	-18	95	93	94	96	92	97	/	-33	6
O=C(Nc1nc2ccccc2s1)c1ccc2c(c1)S(=O)(=O)c1ccccc1C2=O	23	12	96	96	92	95	101	93	-4	15	5
COc1ccc(S(=O)(=O)N(CC(=O)NCC2CCCO2)c2ccccc2)cc1OC (centres undefined)	8	-8	93	94	95	94	93	94	/	0	17
Cc1cc2c(N=NC(=O)CCc3ccccc3)c(O)[nH]c2cc1Br	6	-3	92	97	94	92	99	97	7	-15	1
CCn1c(SCC(=O)N/N=C/c2ccc(C)o2)nnc1-c1ccccc1	16	8	98	98	95	97	98	97	6	3	33
Cc1cc(C2C(C#N)=C(N)SC(N)=C2C#N)c(C)s1	36	29	97	98	96	98	97	95	/	-8	9
O=C(NCCCN=C1NS(=O)(=O)c2ccccc21)c1ccncc1	15	14	107	109	101	111	102	105	12	-5	15
CS(=O)(=O)N(CC(=O)NCCSCc1cccc(Cl)c1)c1ccc2c(c1)OCO2	14	0	98	96	99	101	97	103	2	-38	4
O=C(c1cc(-c2ccccn2)nc2c(Cl)cccc12)N1CCN(S(=O)(=O)c2ccccc2)CC1	9	-39	99	100	101	96	96	100	20	-52	14
CC(Oc1ccccc1F)c1ccnc2nc(/N=C/N(C)C)nn12 (centres undefined)	13	0	95	96	94	95	97	96	/	-12	12
O=C(C1CCCN1S(=O)(=O)c1ccc(Cl)c(Cl)c1)N1CCCCC1 (centres undefined)	14	-19	104	103	101	102	104	103	/	-28	8
O=C1C2CCCCC2C(=O)N1c1cccc(OS(=O)(=O)c2ccccc2)c1 (centres undefined)	5	0	99	99	99	98	96	104	-14	10	9
CCNc1nc(SCC(=O)OC)nc(N2CCOCC2)n1	51	-6	96	99	95	100	100	99	/	-12	11
Cn1c(SCC(=O)NC(=O)NCc2ccco2)nnc1C(F)(F)F	48	-6	97	99	96	102	96	103	11	-32	12
CCC(=O)N1CCc2cc(Br)cc(S(=O)(=O)NCCN3CCCCC3CC)c21 (centres undefined)	23	-10	106	106	101	105	101	105	/	-23	13
Cc1ccc(OCC(=O)O/N=C(\N)Cc2ccc(Cl)cc2)cc1	24	6	96	99	96	101	101	103	/	-13	27
CCOC(=O)C(Cc1ccccc1)NS(=O)(=O)c1ccc(NC(C)=O)cc1 (centres undefined)	22	-17	104	107	100	107	105	105	/	-26	14
CCOc1ccc(/C(O)=C2/C(=O)C(=O)N(CC3CCCO3)C2c2ccco2)cc1 (centres undefined)	20	25	94	94	92	95	98	98	-18	-3	6

Remaining list, next part:
SMILES	GSH bead fluor	Mcl1-Noxa inh	Rab2A wt mod	HRas wt GTP	Rac1 mut GTP	Cdc42 wt	Rab7 wt modul	Rac1 wt modul	Pf gametocyte	Mcl1 Bid PPI	Avidin bead fluor
O=C(Nc1nc2nccc(-c3ccccc3)n2n1)c1ccc(F)cc1	9	10	99	102	102	105	99	106	2	-10	15
COCCNC(=O)CSc1nc2cc(OC)c(OC)cc2c(=O)n1Cc1ccco1	7	-9	97	98	96	100	95	97	-10	-6	/
O=C(c1ccco1)N1CCN(C(=O)c2nn3cccnc3c2Cl)CC1	16	-6	94	97	95	98	94	96	/	-5	28
COc1ccccc1C(=O)Nc1sc(C(=O)N2CCCC2)c(C)c1C#N	13	-3	99	100	98	101	96	107	-7	-7	8
COc1ccc(OC)c(NC(=O)C2CCN(S(=O)(=O)c3c(C)noc3C)CC2)c1	18	2	100	99	98	101	100	99	-16	-2	9
COc1ccc(NC(=O)C(C)Sc2nnc3c4c(nc(-c5ccc(OC)cc5)n23)CC(C)(C)OC4)cc1 (centres undefined)	12	-10	99	98	102	101	99	106	-4	-10	9
Cn1c(CN2CCCCC2)nc2cc(NC(=O)c3ccccc3Cl)ccc21	15	-12	99	101	100	101	101	104	/	-28	26
CS(=O)(=O)Nc1ccc(C(=O)Nc2ccccc2C(=O)N2CCCC2)cc1	17	2	102	106	102	103	103	108	23	6	11
O=C(CCCOc1ccccc1)NCc1ccco1	26	-5	?	?	?	?	?	?	9	-11	6
O=C(C/C=N\OCc1ccc(Cl)cc1Cl)Nc1ccccc1	13	28	90	92	90	90	93	92	-16	-19	11
CCc1cc2c(C)ccc(C)c2nc1SCC(=O)Nc1c[nH]c(=O)[nH]c1=O	27	1	101	99	99	102	101	100	-4	-11	10
CCCCCCc1nc2c(=O)[nH]c3ccccc3c2o1	27	-12	94	96	95	95	94	97	16	3	34
Nc1nc2nc(-c3ccc(Cl)cc3)cc(C(F)(F)F)n2n1	19	14	101	102	100	105	105	104	/	7	7
CC(C)(C)C(=O)c1sc(Nc2ccccc2)nc1N	27	-2	93	92	94	90	95	95	/	-11	23
O=C(NC(Cc1c[nH]c2ccccc12)C(=O)O)/C(=C/c1ccco1)NC(=O)c1ccccc1 (centres undefined)	17	-2	96	95	96	93	98	97	6	-34	11
COC(=O)c1ccncc1C(=O)Nc1ccc(F)cc1	7	-6	97	98	93	93	102	92	/	-17	25
COc1ccccc1N1CCN(C(=O)c2cc(-c3ccc4c(c3)OCO4)on2)CC1	24	24	97	97	95	99	96	97	/	0	24
Cc1ccccc1N=C(NO)c1nonc1N	12	7	100	98	97	102	99	99	-12	-38	10
COCc1cc(CN2CCN(C)CC2)c(O)c2ncccc12	48	-93	98	100	95	99	101	98	-28	-61	9
Nc1nc2ccccc2n1C(=O)c1ccccc1	9	-1	96	95	94	98	97	94	10	-16	6
Cc1ccccc1-c1ncc(CN2CCC(CO)(CCCc3ccccc3)CC2)cn1	12	11	97	96	97	96	96	96	4	-26	3
CC(=O)Nc1ccc(Nc2cc(C)nc3c(-c4ccccc4)cnn23)cc1	20	7	97	99	97	96	100	104	/	-20	7
O=C(Cc1ccc(Cl)cc1)Nc1ccncc1	10	10	97	97	96	96	97	97	/	-29	12
CCN1CC2=C(OC(N)=C(C#N)C2c2cccs2)/C(=C/c2cccs2)C1 (centres undefined)	24	10	94	97	94	95	92	94	/	-37	17
O=c1[nH]c2ccccc2nc1N1CCOCC1	24	12	109	108	105	108	102	105	/	-15	12

(continued)
SMILES	GSH bead fluor	Mcl1-Noxa inh	Rab2A wt mod	HRas wt GTP	Rac1 mut GTP	Cdc42 wt	Rab7 wt modul	Rac1 wt modul	Pf gametocyte	Mcl1 Bid PPI	Avidin bead fluor
CCOCC(=O)Nc1ncc(S(=O)(=O)c2ccc([N+](=O)[O-])cc2)s1	18	1	89	91	92	95	95	87	/	-43	10
Cc1ccc(-c2csc3ncnc(-n4cnc5ccccc54)c23)cc1	13	-2	99	99	100	100	98	101	-12	13	13
Cc1ccc(C2(c3noc(CN(C)CCO)n3)CCCC2)cc1	14	-9	99	97	97	98	106	97	1	-25	2
Cc1cc(C)n2nc(SCC(=O)N(C)Cc3ccccc3)nc2n1	30	10	104	102	102	104	101	105	/	-15	1
CC(C)(C)C(=O)NC(=S)Nc1sc2c(c1C#N)CCCCC2	18	19	99	99	102	101	98	102	8	-3	11
COc1cccc2c(=O)c3c(cnn3C)n(C)c12	45	11	100	100	97	98	100	104	-12	-12	32
O=C(c1cc2sccc2n1Cc1ccccc1)N1CCc2ccccc21	22	-11	?	?	?	?	?	?	3	-13	8
Cc1ccc(/C=N/Nc2ccc3ccccc3n2)o1	21	17	97	97	99	98	96	100	-4	-38	12
CCN(CC)c1ccc(NC(=O)c2ccco2)cc1	32	32	100	98	99	102	99	101	/	-8	20
Cc1cccc(C)c1Nc1nnc(SCC(=O)c2ccc(Br)s2)s1	9	3	96	95	94	97	100	97	2	-12	24
CCC1(C)Cc2c(sc3nc(NN)n(C)c(=O)c23)CO1 (centres undefined)	11	-60	101	103	99	108	102	104	/	-106	22
C=CCc1ccccc1OCC(=O)OCCNC(=O)c1cccnc1	32	10	100	97	100	100	98	105	/	10	15
CCCn1c(SCC(=O)NCC2CCCO2)nc2c1c(=O)n(C)c(=O)n2C (centres undefined)	74	7	97	99	100	97	96	103	18	-19	10
NC(=O)C1CCN(c2nc(C3CC3)nc3c2nnn3Cc2ccccc2Cl)CC1	68	-2	106	104	100	105	101	104	0	-53	7
Cc1ccccc1OCc1nnc(SCc2cc(=O)[nH]c3ccccc23)n1-c1ccccc1	9	7	97	97	99	95	92	98	-27	2	8
CC1CN(C(=O)c2scc3c2OCCO3)CC(C)O1 (centres undefined)	28	8	94	96	94	97	94	91	-32	6	35
Nc1cccnc1Sc1cc(Cl)c(Cl)cc1Cl	18	88*	?	?	?	?	?	?	2	20	32
CCOc1ccc(OCCOc2ncnc3ccccc23)cc1	26	9	100	100	98	102	101	102	-6	-13	14
COc1ccc(O[C@H]2C=C[C@@H](c3ccccc3)O[C@@H]2CO/N=C/C[C@@H]2C=C[C@H](OC(C)=O)[C@@H](COC(C)=O)O2)cc1	19	7	101	101	99	101	100	104	/	0	11
COc1ccc(S(=O)(=O)NCc2csc(C)n2)cc1	14	6	100	100	99	98	100	103	/	-13	25
Cn1nnnc1NCc1c(F)cccc1Cl	23	-15	99	102	100	104	99	106	/	-17	14
O=C(N/N=C/c1cn(-c2ccccc2)nc1-c1ccc(F)cc1)c1ccc2c(c1)OCO2	15	9	98	97	98	99	99	102	20	-16	12
CCC(C)NC(=O)CSc1c2c(nc3ccccc13)CCCC2 (centres undefined)	10	7	98	94	96	98	95	98	6	-11	4
Cc1ccccc1C(=O)N1CCC(C(=O)Nc2ccc3c(c2)OCO3)CC1	4	18	102	104	103	106	102	107	-13	-22	12

Bioassay records: PubChem BioAssay, several laboratories

Compounds as they come. Share with any hit: about 3%.
